# Source: PubChem (several laboratories)
# RmlCD inh 1536: M. tuberculosis RmlC/RmlD coupled enzyme inhibitors, primary screen, biochemical, compound mixtures, 384-well, from 1536-well plates; inhibition, % at 3.6 µM; 160,000 compounds, 0.03% hits; dTDP-4-dehydrorhamnose reductase (Mycobacterium tuberculosis (strain ATCC 25618 / H37Rv)) …; AID 1533, 2009; RmlC+RmlD coupled enzyme assay, percent inhibition; primary screen in compound mixtures; in the data active = inhibition mostly above about 34%, no sharp cut-off; inconclusive = no clear call, values can overlap the other calls; inactive = mostly below about 22%; also: some results filed as inactive read as strong as hits
# Target sequence (P9WH09 whole entry, looked up): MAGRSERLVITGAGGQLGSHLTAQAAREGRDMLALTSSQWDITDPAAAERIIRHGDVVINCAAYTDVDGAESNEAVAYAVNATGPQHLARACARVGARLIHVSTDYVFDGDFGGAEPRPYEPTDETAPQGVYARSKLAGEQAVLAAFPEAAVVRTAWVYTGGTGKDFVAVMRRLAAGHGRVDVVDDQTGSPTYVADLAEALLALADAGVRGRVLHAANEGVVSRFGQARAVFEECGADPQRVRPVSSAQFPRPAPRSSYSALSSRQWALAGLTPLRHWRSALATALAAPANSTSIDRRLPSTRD
# Target sequence (P9WH11 whole entry, looked up): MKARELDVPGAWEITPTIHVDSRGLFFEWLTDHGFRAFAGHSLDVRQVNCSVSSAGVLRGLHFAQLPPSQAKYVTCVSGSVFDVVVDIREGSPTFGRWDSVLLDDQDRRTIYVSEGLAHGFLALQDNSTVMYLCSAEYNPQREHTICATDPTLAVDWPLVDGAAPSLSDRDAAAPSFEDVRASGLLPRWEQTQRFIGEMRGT
# M. tuberculosis GlmU: inhibition of mycobacterial GlmU enzyme – biochemical, glucosamine-1-phosphate acetyltransferase (AID 1376) | 220,000 compounds, 0.25% hits | M. tuberculosis GlmU acetyltransferase enzyme assay; higher % means a stronger effect | inhibition, %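 (tested at 30 µM in the primary screen)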; hits with a dose series show IC50 in µM; in the data active = inhibition above about 13%; inconclusive = no clear call, values can overlap the other calls;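 also: 0% = complete reaction with vehicle and 100% = reaction without substrate; strong numbers were not always called active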
# Starred values were filed as active, the others as inactive; ? = inconclusive; . = not tested or not shown. Only part of the results is shown, so the mix of outcomes need not match the whole.
structure | RmlCD inh 1536 | M. tuberculosis GlmU
Cc1ccc(-c2nnc(N3CCN(C(=O)COc4cccc(C)c4)CC3)c3ccccc23)cc1 | -7 | 2.2%
CC(C)NC(=O)C1CC(=O)N(c2ccc(F)c(Cl)c2)C1 (configuration not stated) | -5 | 5.6%
O=C1CCCC/C1=C\Nc1ccc(O)cc1 | -2 | -2.3%
COCC(C)NC(=O)CCSc1nc(-c2ccc(OC)cc2)cc(C(F)(F)F)n1 (configuration not stated) | . | 2.6%
COc1ccc(N/C=C2\CCOC2=O)cc1 | -5 | -0.8%
CCOC(=O)C(=CNc1ccc(NC2=NCC(C)(C)S2)cc1)C(=O)OCC | 11 | -7.0%
O=C1NC2(CCCCCC2)N=C1c1ccc(Br)cc1 | -12 | -6.9%
O=C(O)CCN1C(=O)c2ccc(NC(=O)C(c3ccccc3)c3ccccc3)cc2C1=O | 3 | -4.0%
Cc1nc(NC(=O)c2oc3ccccc3c2C)sc1C(=O)N(C)C | -8 | 3.5%
CC(C)(C)OC(=O)NCCc1nnc(SCC(N)=O)o1 | 4 | 4.8%
CCNC(=S)N/N=C/c1ccc(OCC(=O)Nc2ccc(OC)cc2)c(OC)c1 | 8 | -2.8%
COc1ccc(NC(=O)c2cccc(Cn3cc(Br)c([N+](=O)[O-])n3)c2)c(C)c1 | -8 | 7.6%
CC(=O)c1cc(C(=O)Nc2ccccc2C(=O)O)oc1C | . | 1.6%
CCn1cc(C(=O)OCC(=O)c2cc(C)n(-c3ccccc3F)c2C)c(=O)c2ccc(C)nc21 | 1 | 2.0%
O=C(Nc1ccc2c(c1)OCCO2)c1ccc(S(=O)(=O)N2CCCCC2)cc1 | . | 7.8%
Cc1ccc(N2C(=O)NC(NC(=O)c3ccc(Cl)cc3)(C(F)(F)F)C2=O)cc1 (configuration not stated) | 3 | -1.1%
CCN(CC)C(=O)CSc1nc2ccccc2o1 | . | -3.6%
O=C(NCCN1CCOCC1)c1nn2c(c1Cl)NC(c1ccccc1)CC2C(F)(F)F (configuration not stated) | . | 2.1%
COCC(O)CSc1nc(C)[nH]c1[N+](=O)[O-] (configuration not stated) | . | 4.0%
C=CCn1c(CCC(O)COCCCCC)n[nH]c1=S (configuration not stated) | -5 | -0.7%

# 4 entries from above, field by field.
> CC(C)(C)OC(=O)NCCc1nnc(SCC(N)=O)o1
  RmlCD inh 1536 = 4
  M. tuberculosis GlmU = 4.8%
> CCNC(=S)N/N=C/c1ccc(OCC(=O)Nc2ccc(OC)cc2)c(OC)c1
  RmlCD inh 1536 = 8
  M. tuberculosis GlmU = -2.8%
> COc1ccc(NC(=O)c2cccc(Cn3cc(Br)c([N+](=O)[O-])n3)c2)c(C)c1
  RmlCD inh 1536 = -8
  M. tuberculosis GlmU = 7.6%
> CC(=O)c1cc(C(=O)Nc2ccccc2C(=O)O)oc1C
  RmlCD inh 1536 = .
  M. tuberculosis GlmU = 1.6%

# (next part)
structure | RmlCD inh 1536 | M. tuberculosis GlmU
CC(NC(=O)C1CCCN1S(=O)(=O)c1cccc2cccnc12)c1ccccc1 (configuration not stated) | -10 | 1.6%
O=C(COC(=O)[C@H](Cc1ccccc1)N1C(=O)c2ccccc2C1=O)Nc1ccc2c(c1)OCO2 | . | -4.0%
COc1ccc(Cl)cc1NC(=O)CSc1nnc(COc2ccccc2)n1C | . | 0.5%
CCCCNC(=O)/C(C#N)=C/c1ccc2c(c1)OCCO2 | -11 | -4.6%
Cc1ccc(-c2cc(-c3cccc(F)c3)n[nH]2)c(O)c1 | . | -1.9%
CCN(CC)C(=O)CSc1nc2ccccc2c(=O)n1CCC(=O)NCc1ccc(F)cc1 | . | -4.9%
O=C(Nc1ccc(S(=O)(=O)Nc2ncccn2)cc1)C1=NN(c2ccccc2)C(=O)CC1 | . | 4.7%
CCOc1ccc(Cl)cc1CNCCNCC(C)O (configuration not stated) | ? | 0.1%
CCCCN(C(=O)CSc1nnnn1C)c1c(N)n(Cc2ccccc2)c(=O)[nH]c1=O | -19 | 1.8%
Clc1ccsc1-c1ccnc(-n2cccc2)n1 | 2 | -1.9%
CCn1c(CCCOc2ccc(Cl)cc2Cl)nnc1SCC(=O)Nc1cc(F)ccc1C | 1 | 2.9%
CC(C)N1CCN(Cc2cccn2-c2ccccn2)CC1CCO (configuration not stated) | 0 | 1.6%
COCCNC(=O)NC(=O)CSc1nc(C)c(C)c(C)n1 | -13 | 3.9%
CC1(C(=O)OCc2cc(=O)n3cc(Br)ccc3n2)CC1(Cl)Cl (configuration not stated) | -8 | 3.3%
O=C(CN1C(=O)COc2ccccc21)N1CCc2ccccc2C1 | . | -3.1%
O=C(CCCn1c(=O)[nH]c2cc(Cl)ccc2c1=O)NCC1CCCO1 (configuration not stated) | -5 | .
Cc1cccc(C(=O)N2CCN=C2SCc2ccc([N+](=O)[O-])cc2)c1 | -6 | 5.9%
O=C(O)CC(NC(=O)Cc1ccc([N+](=O)[O-])cc1)c1ccc2c(c1)OCO2 (configuration not stated) | . | 0.3%
Cc1ccc(NC(=O)c2cc(N3C(=O)CCC3=O)ccc2N2CCOCC2)cc1 | -2 | -1.4%
Cc1cc(C)c2c(=O)[nH]c(SCC(=O)Nc3ccccc3)nc2n1 | . | 1.5%
Cc1ccc(NC(=O)c2cc(S(=O)(=O)N3CCOCC3)ccc2F)c(C)c1 | -2 | 2.7%
Cc1ccc(C(=O)N/C(=C\c2cccnc2)c2nc3ccccc3[nH]2)cc1 | 0 | -3.1%
COC(=O)CCCn1c(C)cc(C(=O)CCl)c1C | 16 | -5.0%
COc1ccc(C(=O)N/N=C2\CCS(=O)(=O)c3ccc(F)cc32)cc1OC | . | -2.7%
Cc1cc(Cl)nc(-n2nc(C)cc2C)n1 | -14 | 0.9%
CN1/C(=C\C=Nc2ccccc2)C(C)(C)c2ccccc21 | 4 | -0.4%
CCOC(=O)c1[nH]c(=O)c2ccccc2c1O | -5 | 1.9%
C[N+]1(C)CCC(OC(=O)C(c2ccccc2)c2ccccc2)CC1 | . | -2.9%
Cc1cc(N2CCN(c3ccccc3F)CC2)nc2cc(O)ccc12 | 2 | -7.0%
C=CCC(NCc1ccccc1)c1ccc(Cl)cc1 (configuration not stated) | . | -3.9%
O=C(CSc1nncs1)NC(=O)Nc1ccc2c(c1)OCCO2 | -2 | .
O=C(CCl)N(c1ccccc1)C1CCCCC1 | -10 | 0.2%
CC(C)(C)n1nnnc1C(c1ccc(Cl)cc1)N(Cc1cccnc1)Cc1ccco1 (configuration not stated) | . | -2.0%
Cc1ccc(C)c(-n2c(Cc3cccs3)n[nH]c2=S)c1 | 0 | -6.5%
COCC(=O)Nc1c(C(=O)Nc2ccc3c(c2)OCCO3)oc2ccccc12 | . | -0.2%
Cc1ccc(-c2ccc(=O)n(CC(=O)Nc3ccc4c(c3)OCCO4)n2)cc1 | 3 | -1.9%
Fc1ccc(-n2cnnn2)c(F)c1 | . | -2.6%
Cc1ccc(S(=O)(=O)N2CCN(CCC#N)CC2)cc1 | -7 | 0.9%
CCCCn1c(NC(=O)c2ccc(F)cc2)c(C#N)c2nc3ccccc3nc21 | . | 8.0%
Cc1ccc(C(=O)/C=C/c2ccc3c(c2)OCCO3)c(O)c1 | 25 | 2.6%
CCN(CC)C(=O)N1CCC(NC(=O)Cc2ccccc2)CC1 | 8 | 0.6%
Cc1ccc(CCNC(=O)CCNS(=O)(=O)c2ccc3c(c2)oc(=O)n3C)cc1 | -6 | 2.3%
Oc1ccc(NCc2cccc(OCc3ccccc3)c2)cc1 | -9 | 4.0%
COCCNC(=O)c1onc(CSc2ccccc2F)c1C(=O)O | 2 | 0.9%
O=C(Nc1ccc(Cl)cc1)NN1CC(=O)N(c2cccc(C(F)(F)F)c2)CC1=O | -10 | -1.0%
CCOCCOCCC(C(=O)O)P(=O)(c1ccccc1)c1ccccc1 (configuration not stated) | 79 | 1.5%
FC(F)(F)c1ccccc1NC(=S)Nc1cccc2cnccc12 | 16 | 7.7%
O=C(NC1=NCCS1)c1ccc(Cl)c(S(=O)(=O)N2CCCCCC2)c1 | 7 | -6.8%
CC1(C)Cc2nc3sc4c(SCC(=O)NCc5ccccc5)ncnc4c3cc2CO1 | 107 | 0.1%
COc1ccc(-c2noc(CCC(=O)NCCc3cccc(C)c3)n2)cc1 | 10 | 1.2%
CC(/C=C/c1ccccc1)=N\NC(=O)Cn1nc(C)cc1C | 10 | 1.4%
CCOc1ccccc1OCC(=O)OCC(=O)Nc1ncc(Cl)cc1Cl | -7 | 9.5%
NC(=O)CC(NC(=O)c1ccccc1)c1ccc(NC2CCC2)c([N+](=O)[O-])c1 (configuration not stated) | . | 1.9%
Cc1[nH]nc2ncc(C(=O)c3cc(F)ccc3O)cc12 | -3 | -2.3%
C/C(Cn1cnc([N+](=O)[O-])n1)=N\NC(=O)c1ccccc1 | . | 1.0%
O=[N+]([O-])c1cc(Br)c(O)c(/C=N/Nc2nnnn2-c2cccc3ccccc23)c1 | . | 3.5%
COc1ccc(-n2cnnc2SCC(=O)Nc2cc(C(C)(C)C)nn2-c2ccccc2)cc1 | . | 0.9%
CCOc1ccc(N2C(=O)CNC2=S)cc1 | 2 | -1.3%
CC1CCCCN1C(=O)C12CCC(C)(/C(=N/O)C1)C2(C)C (configuration not stated) | . | 4.7%
O=C(NCc1ccc2c(c1)OCO2)c1ccc(Cl)s1 | -10 | 3.0%

# Next compounds.
structure | RmlCD inh 1536 | M. tuberculosis GlmU
Cc1ccccc1N(C(=O)Cc1cccs1)C(C(=O)NCC1CCCO1)c1cccnc1 (configuration not stated) | -7 | 1.8%
CCCOC(=O)Nc1cccc(C(C)=O)c1 | -6 | -5.4%
COc1cc(OC)cc(C(=O)O/N=C(\N)c2ccncc2)c1 | 3 | 0.1%
Cc1cccc(C(=O)NNC(=O)c2ccccc2C)c1 | -10 | -1.5%
COc1cccc(-c2[nH]nc3c2C(c2ccoc2)C(C#N)=C(N)O3)c1 (configuration not stated) | 1 | 1.1%
Cc1cc(Nc2ccc([N+](=O)[O-])cc2)nc2ccccc12 | 11 | -4.3%
COc1cc(-n2c(=S)[nH]c3ccccc3c2=O)c(Cl)cc1Cl | 9 | -3.0%
CCCOc1ccc2c(C)c(CC(=O)OC)c(=O)oc2c1 | 0 | -4.6%
O=C(c1ccc(Cl)cc1)C1CCCN(Cc2ccc3c(c2)OCCO3)C1 (configuration not stated) | -13 | -0.3%
CC(C)c1nn(-c2cc(C(F)(F)F)ccn2)c(=O)o1 | -10 | 0.6%
COc1ccc(C(C(=O)NC2CCCCC2)N(Cc2ccco2)C(=O)CNC(=O)c2ccco2)cc1 (configuration not stated) | . | 3.1%
COC(=O)c1nn(-c2ccccc2)c(Sc2ccc(Br)cc2)c1/C=N/O | 64 | 0.7%
O=C(Nc1ccc(Cl)cn1)Nc1cccs1 | . | -0.3%
N=C1/C(=C/c2cccn2Cc2ccc(Cl)cc2)C(=O)N=C2SC=CN12 | . | 3.5%
O=C(N/N=C/c1ccccc1OC(=O)c1ccc2c(c1)OCO2)c1cccc(F)c1 | . | 0.5%
CCN1N=C(c2cc(Cl)sc2Cl)CSC1=O | . | -4.7%
CC(C)(C)C(=O)COC(=O)c1ccc(O)cc1 | 4 | 6.4%
Cc1nc2ccc(NC(=O)Cc3cccc(F)c3)cc2s1 | . | -4.0%
Cn1nccc1NC(=O)c1nccnc1C(=O)O | . | -4.8%
O=C(NC1CCCCC1)C1CCN(C(=O)NCc2ccccc2)CC1 | -7 | 2.5%

# (list continues)
structure | RmlCD inh 1536 | M. tuberculosis GlmU
O=C(NCCN1C(=O)S/C(=C\c2ccc(Cl)c(Cl)c2)C1=O)c1cnccn1 | 13 | -5.5%
O=C(CCC1CCCCC1)NNC(=O)NC12CC3CC(CC(C3)C1)C2 | 12 | -4.9%
CCOC(=O)CC(=O)CSc1nc(-c2ccccc2)cc(-c2ccccc2)c1C#N | 6 | 2.0%
CCCCOC(=O)Nc1ccc(C(N)=O)cc1 | -4 | -3.1%
COC(=O)c1sc(-c2ccccc2)cc1NC(=O)c1ccc(OC)cc1 | . | -3.0%
C[C@H]1CCC[C@@]2(O[C@H](CCO)C[C@@H](O)[C@@H]2O)O1 | . | 2.2%
CCn1c(SC(C)C)nnc1-c1cc(-c2ccccc2)sc1N | . | -1.2%
Cc1ccc(-c2nc3ccc(Cl)cc3n2OC(=O)N(C)C)cc1 | -6 | 2.2%
NNC(=O)c1sc(-c2ccccc2)cc1N | -8 | 0.8%
Cc1ccc(NC(=O)NCc2c(C)nn(C)c2C)cc1Cl | -4 | 2.7%
CC(=O)Nc1ccc(C(=O)OCC(=O)N(Cc2ccccc2)C(C)(C)C)cc1 | -4 | 2.2%
CCOC(=O)C1=C(C)N(C)C(=O)C1CC(=O)O (configuration not stated) | -5 | -1.3%
Cc1ccc(-c2nn(Cc3ccccc3)cc2C(=O)O)cc1 | . | -0.1%
CNC(=O)OC(C)CNS(=O)(=O)c1ccc(C)cc1 (configuration not stated) | . | -1.9%
COCCNC(=O)/C(C#N)=C/c1cccc(NC(=O)c2ccccc2Cl)c1 | -6 | 6.6%
CC(=O)Nc1ccc2c(c1)C(=O)c1ccccc1C2=O | -11 | 0.8%
CC(=O)Oc1ccc(C(=O)O)c(OC(C)=O)c1 | -3 | -0.9%
O=C(CN1CCN(Cc2ccccc2)CC1)N/N=C\C=C/c1ccco1 | -11 | 2.2%
O=C(CSc1nc2ccccc2o1)NC(=O)NCc1ccco1 | 8 | 4.4%
O=C(C[n+]1cc(-c2ccc(Cl)c(Cl)c2)n2c1CCC2)N1c2ccccc2Sc2ccccc21 | -2 | -12%
COC(=O)c1c(NC(=O)COC(=O)c2ccc(O)cc2)sc2c1CCCCC2 | 0 | 1.4%
CN(C)S(=O)(=O)c1cc(NC(=O)CN2CCN(c3ccc(O)cc3)CC2)ccc1Cl | -9 | 4.1%
